Screening data as filed in PubChem BioAssay.
IDE cell inh = inhibits human insulin-degrading enzyme in HEK cells; actives 0.41% (n = 320,000); FAbetaB cleavage, fluorescence polarization; P14735; inhibition, % at 5.59 µM;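 active = percent inhibition above the average of all tested compounds plus 3 SD, set per screening campaign, cut at about 16% in these data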;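 also: IDE supplied by intact live HEK cells; FP after avidin binding of uncleaved biotin substrate so inhibition keeps polarization high; 0% = DMSO wells and 100% = 60 µM reference IDE inhibitor Ii1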
Target sequence (P14735 whole entry, looked up): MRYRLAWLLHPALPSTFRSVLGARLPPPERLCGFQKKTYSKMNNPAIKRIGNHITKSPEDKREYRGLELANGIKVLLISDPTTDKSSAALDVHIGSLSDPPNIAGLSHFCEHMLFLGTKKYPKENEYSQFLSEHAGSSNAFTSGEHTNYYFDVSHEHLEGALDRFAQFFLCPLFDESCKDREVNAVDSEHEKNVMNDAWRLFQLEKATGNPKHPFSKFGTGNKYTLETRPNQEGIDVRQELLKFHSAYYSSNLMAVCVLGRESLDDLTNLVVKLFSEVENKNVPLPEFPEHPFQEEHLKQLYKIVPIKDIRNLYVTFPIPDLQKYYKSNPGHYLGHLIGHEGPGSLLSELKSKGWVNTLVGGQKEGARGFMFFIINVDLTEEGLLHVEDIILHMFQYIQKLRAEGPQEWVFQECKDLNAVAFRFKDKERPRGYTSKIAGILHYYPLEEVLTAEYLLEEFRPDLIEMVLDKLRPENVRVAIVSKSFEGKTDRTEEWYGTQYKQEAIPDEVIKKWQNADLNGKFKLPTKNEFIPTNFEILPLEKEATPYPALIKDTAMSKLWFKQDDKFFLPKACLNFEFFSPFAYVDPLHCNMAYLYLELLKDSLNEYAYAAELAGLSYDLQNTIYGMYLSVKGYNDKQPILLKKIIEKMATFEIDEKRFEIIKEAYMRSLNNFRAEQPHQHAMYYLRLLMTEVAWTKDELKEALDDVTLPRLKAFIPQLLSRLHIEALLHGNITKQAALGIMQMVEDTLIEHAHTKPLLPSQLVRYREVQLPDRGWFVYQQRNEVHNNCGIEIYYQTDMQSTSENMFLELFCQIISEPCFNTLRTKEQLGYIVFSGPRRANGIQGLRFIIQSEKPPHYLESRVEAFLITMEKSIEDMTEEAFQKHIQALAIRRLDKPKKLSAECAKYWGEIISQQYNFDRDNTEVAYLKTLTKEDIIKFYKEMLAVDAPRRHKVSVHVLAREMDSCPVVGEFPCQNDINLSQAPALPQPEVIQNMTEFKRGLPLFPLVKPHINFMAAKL
IDE act = boosts human insulin-degrading enzyme activity in HEK cells; P14735; FAbeta-B cleavage, fluorescence polarization; 0% vehicle, 100% cell-free pure enzyme wells; activation, % at 5.96 µM; actives 0.073% (n = 340,000);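 active = activation above the mean of all tested compounds plus 3 SD, set per screening campaign, cut at about 17% in these data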
Active calls of the source: *. Not all compounds are listed. The share of hits here may be higher or lower than overall.

Below each SMILES: IDE cell inh	IDE act
> Cc1nc(SCC(=O)N2CCNC2=O)c2ccccc2n1
 : 5	2
> O=C(Nc1ccc(Cl)c(C(F)(F)F)c1)[C@@H]1CC=C[C@@H]2CCN(C3CCCCC3)C(=O)[C@@H]21
 : 0	-2
> Cn1nc(C(=O)NCC2COc3ccccc3O2)c2ccccc2c1=O (stereo not given)
 : -1	1
> O=C(CCCN1C(=O)NC2(CCCC2)C1=O)Nc1ccc(F)cc1
 : 1	-2
> Cn1nc(N2CCN(S(=O)(=O)c3ccccc3)CC2)c(=O)n(C)c1=O
 : -3	4
> CCOC(=O)C1CCN(C(=O)c2cccc(S(=O)(=O)N3CCc4ccccc43)c2)CC1
 : -1	4
> COc1ccccc1CNC(=O)COC(=O)c1cc(S(=O)(=O)N2CCOCC2)ccc1Cl
 : 1	-2
> O=C(COC(=O)c1ccc(Br)o1)NC1CCCc2ccccc21 (stereo not given)
 : -1	2
> Cc1nc(SCC(=O)Nc2ccc(S(=O)(=O)N3CCOCC3)cc2)c2c(C)c(C)sc2n1
 : 8	-14
> O=C(c1ccc2c(c1)OCO2)N1CCN(S(=O)(=O)c2ccc(Br)cc2Cl)CC1
 : -2	4

Three entries already listed, arranged by the value under IDE act, descending:
Structure,IDE cell inh,IDE act
O=C(c1ccc2c(c1)OCO2)N1CCN(S(=O)(=O)c2ccc(Br)cc2Cl)CC1,-2,4
Cc1nc(SCC(=O)N2CCNC2=O)c2ccccc2n1,5,2
O=C(Nc1ccc(Cl)c(C(F)(F)F)c1)[C@@H]1CC=C[C@@H]2CCN(C3CCCCC3)C(=O)[C@@H]21,0,-2

Following part:
Below each SMILES: IDE cell inh	IDE act
> O=C(CCS(=O)(=O)c1ccc(F)cc1)Nc1nnc(-c2ccc(F)cc2)o1
 : -3	-1
> O=C(CN1C(=O)C(=O)N(C2CCCC2)C1=O)Nc1ccc(Cl)cc1C(F)(F)F
 : -2	4
> NC(=O)c1ccsc1NC(=O)COC(=O)c1cc(=O)[nH]c2ccccc12
 : 8	-1
> COc1ccccc1C(=O)NC(CCSC)C(=O)OC(C)C(=O)NC1CC1 (stereo not given)
 : -4	2
> Cc1cc(C(=O)NNC(=O)C(C)(C)Oc2ccc(Cl)cc2)c(C)o1
 : -3	2
> O=C(CS(=O)(=O)c1ccc(F)cc1)Nc1nnc(-c2ccccc2Cl)o1
 : 2	1
> Cc1ccc(O)c(N=Nc2ccccc2)n1
 : 1	7
> COc1ccccc1N1CCN(CC(=O)Nc2ccnn2C2CCCC2)CC1
 : 4	-3
> Cc1ccc(S(=O)(=O)N(C)C)cc1NC(=O)COC(=O)c1ccc2c(=O)n3c(nc2c1)CCC3
 : -2	1
> CC1CN(S(=O)(=O)c2cccc(C(=O)Nc3ccccc3N3CCCCC3)c2)CC(C)O1 (stereo not given)
 : -5	2

In a second layout: results already given
mol: O=C(CS(=O)(=O)c1ccc(F)cc1)Nc1nnc(-c2ccccc2Cl)o1
  IDE cell inh: 2	IDE act: 1

mol: Cc1ccc(O)c(N=Nc2ccccc2)n1
  IDE cell inh: 1	IDE act: 7

mol: COc1ccccc1N1CCN(CC(=O)Nc2ccnn2C2CCCC2)CC1
  IDE cell inh: 4	IDE act: -3

More compounds.
Below each SMILES: IDE cell inh	IDE act
> O=C(O)CCSSCCC(=O)O
 : 0	1
> C=CCNC(=O)N1C2=NC(C(=O)OC)=C(C(=O)OC)[C@@H]3N(Cc4ccccc4)c4ccccc4[C@]23C[C@H]1C(=O)OC
 : 3	3
> CC1CN(C(=O)c2ccc(-c3cccc(C(F)(F)F)c3)o2)CC(C)O1 (stereo not given)
 : 1	4
> COc1ccc2nc(-c3ccccc3)cc(C(=O)N3CCC3)c2c1
 : 0	8
> O=C(NCCCN1CCOCC1)c1ccc2ccccc2c1
 : 12	5
> CCCCN(C(=O)c1[nH]c(C)c(C(=O)OCC)c1C)c1c(N)n(CCCC)c(=O)[nH]c1=O
 : 1	1
> NC(=O)C1CCN(CC(=O)Nc2ccc3c(c2)OCCO3)CC1
 : -2	5
> CC(C)n1nccc1NS(=O)(=O)c1ccccc1
 : -1	3
> CC1CCCCC12NC(=O)N(CC(=O)OCC(=O)Nc1ccc(F)cc1[N+](=O)[O-])C2=O (stereo not given)
 : 4	1
> Cc1ccc(C(=O)NNC(=O)c2ccc(NS(=O)(=O)c3cccs3)cc2)s1
 : 2	1
> CC(=O)NC(CC(=O)Nc1ccc(S(=O)(=O)NC2=NCCCCC2)cc1)c1ccccc1 (stereo not given)
 : 1	1
> COc1ccc(N2CCN(C(=O)COC(=O)c3ccc(CSC)o3)CC2)cc1
 : 1	2
> CCOc1ccc(CCNC(=O)COC(=O)c2ccc(OC(C)C)cc2)cc1OCC
 : 7	3
> CC(C)(C)OC(=O)N1CCC[C@@H]1CO
 : 2	7
> CC(=O)c1c(C)[nH]c(C(=O)OCC(=O)NCc2cccs2)c1C
 : -1	1
> COc1ccc(S(=O)(=O)N2CCOCC2)cc1NC(=O)CC1CCCC1
 : 3	3
> CCCn1c(SCC(=O)N(C2CCCCC2)C2CCS(=O)(=O)C2)n[nH]c1=O (stereo not given)
 : 2	4
> CCN(Cc1ccc2c(c1)OCCO2)S(=O)(=O)c1ccc(NC(C)=O)cc1
 : 2	2
> C[C@H](CO)N1C[C@H](C)[C@@H](CN(C)S(=O)(=O)c2cccs2)Oc2ccc(NS(=O)(=O)c3cn(C)cn3)cc2C1=O
 : 4	1
> N#Cc1ccc(OCC(=O)N2CCN(C(=O)c3ccco3)CC2)cc1
 : 0	4
> Cc1ccc(C)c(S(=O)(=O)N2CCN(C(=O)Cc3ccccc3)CC2)c1
 : 7	-2
> O=C(COC(=O)c1ccc([N+](=O)[O-])o1)NCCc1ccccc1
 : -7	2
> COc1ccc(NC(=O)Nc2ccc3c(c2)C(=O)N([C@H](C)CO)C[C@H](C)[C@@H](CN(C)S(=O)(=O)c2cccs2)O3)cc1
 : 2	5
> COc1ccccc1OCC(=O)NNC(=O)CSC(=S)N1CCCC1
 : -2	5
> CCOc1ccccc1N
 : 2	2
> CNC[C@@H]1Oc2c(NS(C)(=O)=O)cccc2C(=O)N([C@@H](C)CO)C[C@H]1C
 : 4	-2
> O=C(NNC(=O)c1cccc(-n2cccc2)c1)c1ccccc1
 : 0	-2
> COc1ccc(C(CNC(=O)c2cccc(S(=O)(=O)Nc3cccc(C)c3)c2)N2CCOCC2)cc1 (stereo not given)
 : -4	3
> O=C(COC(=O)C1CCN(S(=O)(=O)c2cccs2)CC1)Nc1ccc(F)cc1Cl
 : 4	-1
> CCC(NC(=O)CN1CCN(C(=O)c2cccs2)CC1)c1ccc(C)cc1 (stereo not given)
 : -1	-2
> CC12CCC(=O)N1C(C(=O)Nc1ccc(S(=O)(=O)N3CCCCC3)cc1)CS2 (stereo not given)
 : -1	3
> CC(=O)Nc1ccc(S(=O)(=O)N(C)CC(=O)NC2CCCC(C)C2C)cc1 (stereo not given)
 : 4	0
> COc1ccc(N(C)S(=O)(=O)c2cccc(C(=O)Nc3nc(C)c(C(C)=O)s3)c2)cc1
 : -2	5
> COc1ccc(CCNC(=O)CSc2nc3[nH]c(=O)cc(O)c3s2)cc1
 : 2	2
> CC12CCC(=O)N1C(C(=O)NCCN1C(=O)S/C(=C\c3ccc(OC(F)F)cc3)C1=O)CS2 (stereo not given)
 : -3	1
> N#CCCN(C(=O)COC(=O)c1ccc(S(=O)(=O)N2CCCCCC2)cc1)c1ccccc1
 : 6	3
> O=C(CSc1nnnn1C1CC1)N1CCN(c2ccccc2F)CC1
 : 2	-1
> CCOC(=O)CN1C(=O)N[C@@H](CCc2ccccc2)[C@H](C(C)=O)[C@H]1C
 : 4	2
> O=C(NCC1COc2ccccc2O1)c1cccc(S(=O)(=O)N2CCOCC2)c1 (stereo not given)
 : 0	1
> CS(=O)(=O)N(CC(=O)N1CCc2ccccc2C1)c1cccc(Br)c1
 : 2	2
> NC(=O)C1CCN(c2nc(-c3ccc4occc(=O)c4c3)cs2)CC1
 : 3	3
> CC1O[C@@H](OC2C(O)C(C)O[C@H](OC(=O)[C@]34CCC(C)(C)C[C@H]3C3=CCC5[C@@]6(C)CC(O)C(O[C@@H]7OC(CO)C(O)[C@@H](O)[C@@H]7O)[C@@](C)(C(=O)O)C6CC[C@@]5(C)[C@]3(CO)CC4)C2O[C@H]2OC(C)[C@@H](O[C@@H]3OCC(O[C@@H]4OC(CO)C(O)[C@H](O)C4O)[C@@H](O)[C@@H]3O)[C@H](O)C2O)C(O)C(O)C1O (stereo not given in full)
 : 1	5
> N#Cc1ccc(C2=CC(=O)C[C@H](c3ccc4c(c3)OCO4)C2)cc1
 : -3	1
> Cc1ccc(S(=O)(=O)N2CCN(C(=O)COC(=O)/C=C/c3ccccc3[N+](=O)[O-])CC2)c(C)c1
 : 5	-3
> CCN(CC)CCCn1c2c(c(SCC(=O)Nc3cc(OC)cc(OC)c3)nc1=O)CCC2
 : -3	7
> Nc1cccnc1S(=O)(=O)c1cccc(C(F)(F)F)c1
 : 5	2
> O=C(c1ccc(F)cc1)N1CCOC(c2nc(-c3ccc(F)cc3)no2)C1 (stereo not given)
 : 0	1
> CN(C1CCS(=O)(=O)C1)S(=O)(=O)c1ccc2ccccc2c1 (stereo not given)
 : 5	0
> CCOc1ccccc1OCCCC(=O)Nc1cccc(S(=O)(=O)N2CCOCC2)c1
 : 1	7
> CC(=O)c1ccc(-c2ccc(C(=O)NC3CC(C)(C)NC(C)(C)C3)o2)cc1
 : 1	0

(next part)
Below each SMILES: IDE cell inh	IDE act
> Cc1cc[n+](Cc2ccccc2)c(N)c1
 : 2	-5
> O=C(c1ccc(-c2cccc(C(F)(F)F)c2)o1)N1CCCC(C(F)(F)F)C1 (stereo not given)
 : 0	0
> CCOc1c(Cl)cc(/C=C/C(=O)N(CC)CC(=O)Nc2ccc(NC(C)=O)cc2)cc1OC
 : -2	-4
> O=C(NCC(c1ccco1)N1CCc2ccccc2C1)c1ccc(Br)cc1 (stereo not given)
 : -1	0
> O=C1C=C(c2ccc3ncccc3c2)C[C@@H](c2ccc(F)cc2)C1
 : 6	-6
> CCc1nnc(NC(=O)c2cccc(S(=O)(=O)N3CCN(C(C)=O)CC3)c2)s1
 : 3	0
> O=C(CN1CSCC1=O)N1CCN(S(=O)(=O)c2ccc(Cl)cc2)CC1
 : -1	3
> CCOc1ccc(S(=O)(=O)Nc2cccc(C(=O)NCCCN3CCOCC3)c2)cc1
 : -3	-1
> CCN(C[C@H]1N[C@@](C)(C(=O)OC)[C@H]2C(=O)N(Cc3ccccc3)C(=O)[C@@H]12)S(=O)(=O)c1ccc(C(C)(C)C)cc1
 : -3	0
> COc1cc(OC)cc(C(=O)N[C@H](C(=O)Nc2c(C)n(C)n(-c3ccccc3)c2=O)C(C)C)c1
 : -5	8
> CCN(CC)S(=O)(=O)c1ccc(N2CCOCC2)c(NC(=O)CN2C(=O)NC(C)(c3ccccc3)C2=O)c1 (stereo not given)
 : 0	1
> O=C(COC(=O)c1ccc(Br)cc1)Nc1cccnc1Cl
 : -1	1
> Cc1cc(S(=O)(=O)N2CCC3(CC2)OCCN3S(=O)(=O)c2cccs2)ccc1F
 : -1	3
> CC(C)[C@H](NC(=O)c1ccccc1Br)C(=O)OCc1nc2ccsc2c(=O)[nH]1
 : 1	-1
> Cc1ccc(NS(=O)(=O)c2ccc(C(=O)NCC(c3ccco3)N3CCCCC3)cc2)cc1 (stereo not given)
 : 2	1
> COc1ccc(NC(=O)COC(=O)CCC2CCCCC2)cc1
 : 6	0
> COc1ccc(CC(=O)OC(C)C(=O)NCc2ccc3c(c2)OCO3)cc1OC (stereo not given)
 : -2	6
> O=C(COC(=O)/C=C/c1cccc([N+](=O)[O-])c1)Nc1ccc(Cl)cn1
 : -4	4
> CCOC(=O)c1ncn2c1[C@@H]1CCNC1C(=O)c1cc(OC)ccc1-2 (stereo not given in full)
 : 2	5
> CCOc1ccc2nc(NC(=O)CN3C(=O)C4CCCCC4C3=O)sc2c1 (stereo not given)
 : 3	1
> Cc1ccc(NC(=O)CN(C)C(=O)c2cccc(S(=O)(=O)N3CCc4ccccc43)c2)cc1
 : -4	-1
> CCOc1ccc(N2CC(C(=O)Nc3cc(Cl)ccc3-n3cncn3)CC2=O)cc1 (stereo not given)
 : 7	2
> CC(C)(O)c1cc2ccccc2c(=O)o1
 : 1	8
> CN(CCCCCCCCCCN(C)C(=O)Oc1cccc([N+](C)(C)C)c1)C(=O)Oc1cccc([N+](C)(C)C)c1
 : 6	4
> CC(C)NC(=O)C(=O)Nc1ccc2c(c1)N(S(=O)(=O)c1cccs1)CCC2
 : 1	0
> O=C(NCc1ccccc1)C1=C[C@H](C2CCCCC2)C[C@H](OCCCCO)O1
 : 3	5
> CN1CCN(C(=O)CCN2C(=O)/C(=C\c3ccc(F)cc3)SC2=S)CC1
 : 2	-2
> CCOC(=O)c1ccc(S(=O)(=O)Nc2cc(S(=O)(=O)Nc3ccc(OC)cc3)ccc2O)cc1
 : -2	0
> Cc1ccc2nc(SCC(=O)N(C)C3CCS(=O)(=O)C3)[nH]c2c1 (stereo not given)
 : 3	5
> COc1ccc(C(c2c(NC(=O)c3ccco3)sc(C)c2C)N2CCOCC2)cc1OC (stereo not given)
 : 5	-3
> CC(C)N(Cc1ccccc1)C(=O)COC(=O)c1cc(S(=O)(=O)N(C)C)ccc1N1CCCC1
 : 2	2
> Cc1ccc(C)c(S(=O)(=O)Nc2ccc3cn[nH]c3c2)c1
 : -3	1
> O=C1CC(c2ccc(O)cc2)Oc2ccccc21 (stereo not given)
 : -4	-5
> O=C(NCCC1CCCCN1S(=O)(=O)c1ccc(F)cc1)C(=O)NC1CCCC1 (stereo not given)
 : 5	0
> CCOC(=O)c1c(NC(=O)COC(=O)CCOc2ccc(OCC)cc2)sc(C(=O)N(C)C)c1C
 : 5	-5
> O=C(Nc1ccc(Cl)c(Cl)c1)c1ccccc1
 : 4	-1
> CCN(CC(=O)Nc1c(F)cccc1F)C(=O)COc1ccc2c(c1)CCC2
 : 0	-2
